ATXN2 expr inh = Primary qHTS for Inhibitors of ATXN expression; HEK-293 ATXN2-luciferase reporter, luminescence, 24 h; Potency, µM (doses to about 57 µM), inactives show top-dose activity change, negative = inhibition, most hits filed as inhibitors; actives 0.72% (n = 360,000); note: nearly all actives have a fitted effect of over 55% in size
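qHTS (up to 57 uM final) was run with 24 h compound exposure of reporter cells at 37 °C. Each well was multiplexed: SteadyGlo luminescence measured ATXN2-luciferase expression after a fluorogenic Gly-Phe-AFC viability readout (25 uM final).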
KB-V1 cytotox = qHTS assay for MDR1-selective chemotherapeutics: Primary screen using the drug-selected MDR subline cells KB-V1; Potency, µM (titrated, usually from 46.1 µM), without a hit: at the top dose activity change, negative = cytotoxicity, hits mostly cytotoxic; actives 3.4% (n = 400,000); AID 1347076, 2019; KB-V1 MDR cells viability, CellTiter-Glo, 72 h; note: nearly all actives have a fitted effect of over 60% in size
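Drug-selected KB-V1 cells, grown in DMEM lacking phenol red with 10% FBS, receive compound titrations; after three days at 37 degrees C, surviving cell ATP is quantified by CellTiter-Glo luminescence and responses normalized and curve-fitted.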
KB-3-1 cytotox = qHTS assay for MDR1-selective chemotherapeutics: Primary screen using the parental adenocarcinoma cell KB-3-1; KB-3-1 viability, CellTiter-Glo ATP luminescence, 72 h; Potency, µM (series often up to 46.1 µM), without a hit: at the highest dose activity change, negative = cytotoxic, most hits filed as cytotoxic; actives 1.4% (n = 400,000); note: nearly all actives have a fitted effect of over 60% in size
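72 h, 37 °C compound treatment of KB-3-1 parental cells; CellTiter-Glo added, 10 min, luminescence read. Data corrected against DMSO-only plates and normalized before curve fitting.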
Numbers without * were called inactive; ? = inconclusive; [ ] = remark or other dose. Calls come from the whole dose curve; as a rule, active = well fitted curve in the direction sought with a large enough effect; inconclusive = small, poorly fitted or top-dose-only effect, or another doubt; inactive = no such curve, though single readings can be large; an effect the other way counts as inactive or inconclusive. % is set by controls: 0 for no effect and ±100 for the full control effect; potency is the fitted concentration of half-maximal effect. Some of the compounds tested; count on the stated rates, not on these rows.

SMILES	ATXN2 expr inh	KB-V1 cytotox	KB-3-1 cytotox
CCOc1ccc(NC(=O)C2CCCN(c3ccc(Sc4ccc(C)cc4)nn3)C2)cc1 (stereo not given)	14%	1%	8%
CCOC(=O)C1CCCN(c2c(C(=O)c3ccc(OCC)cc3)cnc3ccccc23)C1 (stereo not given)	-9%	-9%	0%
COc1ccc(NC(=O)CSc2nc(-c3ccc(OC)cc3)[nH]c2-c2ccc(OC)cc2)cc1	8%	2%	3%
CCc1ccc(NC(=O)C2CCCN2S(=O)(=O)c2cccc3nsnc23)cc1 (stereo not given)	-15%	-24%	?
Cc1cccc(Cn2c(=O)n(-c3ccc(Cl)c(Cl)c3)c(=O)c3c(C)c(C)sc32)c1	-2%	16%	2%
CC(C)CN(CCNC(=O)c1cn(C)c2ccc(S(=O)(=O)N3CCCCCC3)cc2c1=O)CC(C)C	-4%	1%	-5%
COc1ccc(S(=O)(=O)N(CC(=O)Nc2cccc(C)c2)c2ccc(C)cc2)cc1OC	2%	?	4%
CCCc1nn2c(=O)cc(COC(=O)c3ccccc3NC(=O)c3cccs3)nc2s1	-2%	-16%	0%
CCN(C(=O)Cn1c(C(=O)OC)cc2sc(Cl)cc21)c1cccc(C)c1	8%	6%	19%
COc1cc(OC)c(NS(=O)(=O)c2cc(-c3cnc(C4CC4)o3)ccc2C)cc1Cl	-2%	4%	-3%
COCCCNC(=O)c1ccc(Cn2c(=O)c3ccccc3n(CC(=O)Nc3c(C)cccc3C)c2=O)cc1	-4%	-12%	-5%
CC1CCN(S(=O)(=O)c2ccc(N3CCCCS3(=O)=O)cc2)CC1	-18%	-2%	-8%

Shown with values under each structure: entries from further up.
Results follow in this order: ATXN2 expr inh, KB-V1 cytotox, KB-3-1 cytotox
> CC(C)CN(CCNC(=O)c1cn(C)c2ccc(S(=O)(=O)N3CCCCCC3)cc2c1=O)CC(C)C
  -4%, 1%, -5%
> COc1ccc(S(=O)(=O)N(CC(=O)Nc2cccc(C)c2)c2ccc(C)cc2)cc1OC
  2%, ?, 4%
> CCCc1nn2c(=O)cc(COC(=O)c3ccccc3NC(=O)c3cccs3)nc2s1
  -2%, -16%, 0%
> CCN(C(=O)Cn1c(C(=O)OC)cc2sc(Cl)cc21)c1cccc(C)c1
  8%, 6%, 19%

Further structures
SMILES	ATXN2 expr inh	KB-V1 cytotox	KB-3-1 cytotox
Cn1ccc2c(OCC(=O)NCc3ccc(F)cc3)cccc2c1=O	5%	?	10%
COc1ccc(OCCn2cc(C(=O)c3ccco3)c3ccccc32)cc1	-24%	?	-16%
COCCNC(=O)C(=O)NCC(c1cccnc1)N1CCN(c2ccccc2F)CC1 (stereo not given)	-3%	-2%	4%
Cc1ccc(-c2[nH]c3ccccc3c2SCCNC(=O)c2ccc(S(=O)(=O)N(C)C)cc2)cc1	-13%	-21%	-20%
Cc1ccc2oc(-c3ccc(NC(=O)c4cccc(F)c4)c(C)c3)nc2c1	26%	5%	2%
CCc1ccc(NC(=O)Cc2csc(COc3cccc(C)c3)n2)cc1	-16%	3%	-5%
Cc1ccccc1Cn1c(SCc2ccc(C(=O)NC3CCCCC3)cc2)nc2ccncc21	11%	-14%	-19%
Cc1cc(C)n(CCC(=O)Nc2ccc(Cl)cc2)n1	6%	7%	5%
CC(=O)N1CCc2c(sc3c2c(=O)n(Cc2ccccc2)c(=O)n3Cc2cccc(Cl)c2)C1	-19%	?	?
O=C(Nc1ccccc1O)c1cc(S(=O)(=O)N2CCCC2)ccc1Cl	-11%	-5%	-21%
Cc1cccc(CNC(=O)CN2C(=O)CCn3nc(-c4cn(C)c5ccccc45)cc32)c1	-18%	-5%	8%
CCOC(=O)c1ccc2oc(=O)n(Cc3ccccc3)c2c1	18%	-6%	-9%
COc1cc(CN2CCc3nc(Nc4ccc5c(c4)OCCO5)ncc3C2)cc(OC)c1OC	31%[activator]	-5%	-1%
COc1ccc(OC)c(CNC(=O)C2CCN(c3nc4ccccc4nc3C(F)(F)F)CC2)c1	0%	-6%	-3%
COc1ccc(-c2oc3ncn4nc(-c5ccccc5O)nc4c3c2-c2ccc(OC)cc2)cc1	8%	21%	18%
COc1ccc(-n2ccnc(NCc3cccs3)c2=O)cc1	6%	3%	4%
CC(C)C1N=C2c3ccccc3N=C(SCC(=O)NCc3ccc(Cl)cc3)N2C1=O (stereo not given)	1%	6%	5%
Cc1ccc(S(=O)(=O)n2nc(-c3ccccc3)nc2NCc2ccccc2Cl)cc1	-9%	9%	0%
Cc1ccc(-c2nc(-c3cc4c([nH]c3=O)CC(C)(C)CC4=O)sc2C)cc1	11%	16%	9%
Cc1ccc(S(=O)(=O)c2cn(CC(=O)Nc3ccc4c(c3)OCO4)c3ccccc3c2=O)cc1	1%	-11%	-8%
COc1ccc(-c2cc(NCc3ccc(C)cc3)n3cnnc3n2)cc1	?	1%	-3%
O=C(Cn1c(=O)n2nc(-c3cccc(F)c3)nc2c2ccccc21)N1CCN(c2ccc(F)cc2)CC1	-3%	-8%	13%
COc1ccccc1CNC(=O)c1cccc(N2CCCS2(=O)=O)c1	5%	0%	5%
O=C(CCCn1c(=O)c2sccc2n(Cc2c(F)cccc2Cl)c1=O)NCc1ccccc1	9%	-4%	-24%
COc1cc(C(=O)Nc2sc3c(c2C(N)=O)CCC(C)C3)cc(OC)c1OC (stereo not given)	2%	10%	2%
O=C(NCc1ccccc1)c1ccc(CNS(=O)(=O)c2ccc(Br)cc2)cc1	-3%	0%	-3%
CCc1ccc(-n2c(=O)c3c4c(sc3n(Cc3ccc(C)cc3)c2=O)CCC4)cc1	-6%	-3%	-1%
Cc1ccn2c(Nc3ccc4c(c3)OCCO4)c(-c3cccs3)nc2c1	39%[activator]	0%	3%
Cc1ccc(C)c(N2C(=O)N(Cc3cc(=O)n4ccccc4n3)c3ccccc3S2(=O)=O)c1	-34%	-29%	?
CCOc1ccc(Nc2sc(C(=O)c3ccc4c(c3)OCO4)c(N)c2S(=O)(=O)c2ccc(C)cc2)cc1	-5%	-28%	0%
Cc1cccc(C(=O)NCCc2sc(-c3ccccc3)nc2C)c1	-20%	?	19%
COc1cccc(CNC(=O)Cc2c(C)c3ccc(OC)c(C)c3oc2=O)c1	11%	-9%	0%
CCCCCN1C(C(=O)c2ccccc2)=C(NC(=O)c2ccc(OC)c(OC)c2)c2ccccc2S1(=O)=O	?	-30%	?
Cc1ccc(C(=O)n2nc(C)c(S(=O)(=O)N3CCOCC3)c2C)cc1	3%	-25%	-4%
CC(C)N(Cc1ccccc1)C(=O)c1nc(-c2ccc(Cl)cc2)n2c1CCCCC2	?	16µM*	-9%
CCOc1ccccc1N1CC(c2nc3ccccc3n2CCCOc2ccc(OC)cc2)CC1=O (stereo not given)	9%	?	22%
COc1ccccc1C(=O)Nc1nc2nc(C)c(Cc3ccccc3)c(=O)n2[nH]1	0%	25%	1%
Cc1ccc(-c2nc(S(=O)(=O)c3ccc(C)cc3)c(SCC(=O)c3ccccc3)o2)cc1	8%	-31%	14%
CC1=C(C(=O)Nc2cccnc2)C(c2ccc(F)cc2)n2nc(-c3cccc(C)c3)nc2N1 (stereo not given)	14%	0%	-6%
Cc1ccc2oc(C(=O)Nc3sc4c(c3C(=O)NCc3cccnc3)CCCC4)cc(=O)c2c1	-2%	6%	-18%
COc1cc2nc(SCC(=O)Nc3ccc(F)cc3)n3nc(CCn4c(C)nc5ccccc54)nc3c2cc1OC	8%	0%	-4%
COc1ccc(Cl)cc1NC(=O)c1cc2ccc3ccc(C)[nH]c3c2n1	0%	?	0%
Cc1ccc(-c2nn(-c3ccc(F)cc3)c3c2cnc2cc(F)c(F)cc23)cc1	9%	0%	3%
Cc1ccccc1C(=O)Nc1nnc(S(=O)(=O)N2CCCc3ccccc32)s1	23%	4%	-11%
O=C(NCCCN1CCCCC1)c1[nH]c2ccccc2c1Sc1ccc(Cl)cc1	?	1%	0%
COC(=O)c1ccccc1NC(=O)Cn1c(=O)n(CCCC(=O)NCc2ccccc2Cl)c(=O)c2ccccc21	16%	-5%	-4%
COc1ccc(C2CC(=O)N(Cc3cccc(C)c3)c3c2c(C)nn3-c2nc(C)cc(C)n2)c(OC)c1 (stereo not given)	-2%	0%	-3%
CC(C)(C)c1ccc(C(=O)NCC(=O)OCc2cc(=O)n3nc(C4CC4)sc3n2)cc1	1%	?	7%

Single records, from the list above:
Results for CC(C)(C)c1ccc(C(=O)NCC(=O)OCc2cc(=O)n3nc(C4CC4)sc3n2)cc1 = ATXN2 expr inh = 1%; KB-V1 cytotox = ?; KB-3-1 cytotox = 7%
Results for COC(=O)c1ccccc1NC(=O)Cn1c(=O)n(CCCC(=O)NCc2ccccc2Cl)c(=O)c2ccccc21 = ATXN2 expr inh = 16%; KB-V1 cytotox = -5%; KB-3-1 cytotox = -4%
Results for O=C(NCCCN1CCCCC1)c1[nH]c2ccccc2c1Sc1ccc(Cl)cc1 = ATXN2 expr inh = ?; KB-V1 cytotox = 1%; KB-3-1 cytotox = 0%

More results
SMILES	ATXN2 expr inh	KB-V1 cytotox	KB-3-1 cytotox
Cc1cccc(N2CCN(c3c(CN4CCCC4)c(=O)oc4ccccc34)CC2)c1C	-9%	13%	-8%
CCCCOc1ccc(C(=O)Nc2nnc3n2CCS3)cc1	-22%	?	?
COc1cccc(CNC(=O)C2CCN(S(=O)(=O)c3ccc4c(ccn4C)c3)CC2)c1	8%	5%	6%
Cc1cc(=O)n2nc(N(C)CC(=O)NCc3ccc(Cl)cc3)sc2n1	3%	6%	14%
COc1ccc(Cl)cc1NC(=O)c1sc2nc(-c3ccc(OC)c(OC)c3)ccc2c1N	-6%	-17%	2%
Cn1c(=O)oc2cc(S(=O)(=O)N3CCCC(C(=O)NCCc4ccc(Cl)cc4)C3)ccc21 (stereo not given)	3%	-13%	-4%
CC(C)c1ccccc1NC(=O)Cn1cnc2c1c(=O)n(C)c(=O)n2C	-2%	0%	0%
COc1ccccc1-c1cc2nc(C)c(CCC(=O)NCCc3cccc(C)c3)c(C)n2n1	-15%	-1%	6%
CCNC(=O)C1CCN(Cc2cc3ccccc3n2Cc2ccc(C)cc2)CC1	-11%	8%	3%
Cc1ccc(S(=O)(=O)Nc2cc3c(cc2Cl)n(C)c(=O)c(=O)n3C)cc1	9%	11%	6%
Clc1ccc(-c2nnn3c2nc(NC2CCCCC2)c2ccccc23)cc1	8%	11%	-3%
CC1=C(C(N)=O)C(c2ccc(C)cc2)n2nc(SCc3ccccc3F)nc2N1 (stereo not given)	-1%	?	-2%
CCOc1cc(C(=O)Nc2ccc3oc(-c4ccc(CC)cc4)nc3c2)cc(OCC)c1OCC	0%	10%	-23%
CN1C(=O)C2(c3ccccc31)N(c1cccc(F)c1)C(=O)CS2(=O)=O (stereo not given)	4%	0%	-8%
CCc1ccc2occ(CC(=O)Nc3sc4c(c3C(=O)NCCOC)CCCC4)c2c1	20%	4%	-3%
CC(C)c1ccc(Cc2cn3cc(-c4cc5ccccc5oc4=O)nc3s2)cc1	20%	?	0.58µM*
CCCN1C(=O)C2(c3ccccc31)c1c(oc3ccc(F)cc3c1=O)C(=O)N2CCCOC(C)C (stereo not given)	5%	-3%	3%
CCN(C(=O)c1cc2c(s1)-c1c(C)cccc1OC2)c1ccccc1F	11%	-20%	-2%
COc1ccc(C(CNC(=O)COc2ccc(C)cc2)N2CCCCC2)cc1 (stereo not given)	-9%	3%	-1%
Cc1cc(/C=C(\C#N)C(=O)Nc2ccccc2)c(C)n1-c1ccc(F)cc1	17%	4%	18%
COc1cccc(-c2oc3ccc(C)cc3c(=O)c2O)c1	?	-22%	0%
COC(=O)c1c(-c2ccc(Cl)cc2)noc1N1CCN(c2cccc(OC)c2)CC1	1%	-3%	-2%
CCOC(=O)c1ccc(NC(=O)Cn2cc(C(=O)c3ccc(Cl)cc3)c(=O)c3ccc(C)nc32)cc1	-2%	0%	?
O=C(COc1ccccc1)Nc1ccc2nc(SCC(=O)N3CCc4ccccc43)sc2c1	4%	-24%	-15%
Cc1cc(C)c2c(N)c(C(=O)Nc3ccccc3C(F)(F)F)sc2n1	4%	-5%	-4%
CCN1CCN(Cc2c(O)ccc3oc(C)c(C(=O)Nc4ccc(OC)cc4)c23)CC1	-8%	0%	-2%
Cc1ccc(C2NC(=O)c3n[nH]c(-c4cccs4)c32)cc1 (stereo not given)	7%	2%	0%
Cc1cccc(CN2C(=O)c3ccccc3S(=O)(=O)c3ccc(C(=O)N(C)Cc4ccccc4)cc32)c1	-1%	?	3%
COc1ccc(C(=O)c2cn(Cc3cccc(C)c3)c3cc4c(cc3c2=O)OCO4)cc1	4%	11%	6%
CCCNC(=O)N1CCN(S(=O)(=O)c2ccc3c(ccn3C)c2)CC1	1%	-39%	1%

Screening data deposited in PubChem by National Center for Advancing Translational Sciences (NCATS).
